Compound activity deposited in PubChem by Southern Research Specialized Biocontainment Screening Center.
M. tuberculosis HTS: M. tuberculosis growth inhibition, HTS (AID 449762); actives 0.59% (n = 330,000); one-dose inhibition, % at 25 µM; IC50 in µM for titrated hits; M. tuberculosis H37Rv growth inhibition, 7H9 media; higher % means a stronger effect; in the data active = a potency from the dose series; inconclusive = inhibition above about 70% without an active follow-up result;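 note: bacterial growth assessed after seven days of incubation; strong numbers were not always called active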
influenza NS1A: H1N1 influenza NS1A inhibitors, functional cell based assay (AID 504329) | NS1A functional cell-based assay, percent inhibition; higher % means a stronger effect | one-dose inhibition, % at 12.5 µM; IC50 in µM for titrated hits | actives 0.3% (n = 340,000); in the data active = a potency from the dose series; inconclusive = inhibition above about 27% without an active follow-up result; note: strong numbers were not always called active
M. tuberculosis: growth inhibition of non-replicating M. tuberculosis (AID 488890); Mycobacterium tuberculosis non-replicating, growth inhibition; higher % means a stronger effect; inhibition, % at 25 µM; hits with a dose series show IC50 in µM; actives 0.39% (n = 320,000); in the data active = a potency from the dose series; inconclusive = inhibition mostly from about 82% at the one dose, without a potency; inactive = the rest, 99 in 100 with inhibition below about 76%;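 note: plate controls were DMSO cells for no effect and high antibiotic wells for full effect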
VEEV TC-83 Vero: inhibitors of VEEV TC-83 cytopathic effect, confirmation, Vero cells (AID 588727); Vero cells, VEEV TC-83 cytopathic effect inhibition; higher % means a stronger effect; inhibition, % at 20 µM; hits with a dose series show IC50 in µM; actives 0.13% (n = 350,000); in the data active = a potency from the dose series; inconclusive = inhibition mostly from about 14% at the one dose, without a potency; inactive = the rest, 99 in 100 with inhibition below about 12%; note: strong numbers were not always called active
Salmonella PhoP GFP: PhoP regulon inhibitors, Salmonella typhi PhoP promoter GFP reporter, confirmatory (AID 1850). Salmonella Typhi PhoP-promoter GFP reporter, fluorescence, 4 h; higher % means a stronger effect. inhibition, % at 50 µM; hits with a dose series show IC50 in µM. actives 0.33% (n = 310,000); in the data active = a potency from the dose series; inconclusive = inhibition mostly from about 25% at the one dose, without a potency; inactive = the rest, 99 in 100 with inhibition below about 19%;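 note: 0% = induced wells with vehicle and 100% = uninduced wells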
An asterisk follows results filed as active; i = inactive; ? = inconclusive; / = no result given. Rows were taken by chance; 1.5% or so of the library scored in one or more.

SMILES	M. tuberculosis HTS	influenza NS1A	M. tuberculosis	VEEV TC-83 Vero	Salmonella PhoP GFP
O=C1N/C(=N/N=C/c2ccccc2)SC1(c1ccccc1)c1ccccc1	1%	-1%	9%	1.7%	-2%
CCOc1ccccc1N(CC(=O)N(C)Cc1ccccc1)S(=O)(=O)c1ccccc1	-8%	-5%	25%	7.3%	4%
O=C(NCc1ccco1)c1cccc(S(=O)(=O)N2CCOCC2)c1	3%	-9%	-5%	i	4%
O=C(CN1CCOCC1)N/N=C/C=C/c1ccccc1	-5%	-4%	-9%	0.1%	7%
O=C(NNc1ccccc1[N+](=O)[O-])Nc1cccc(Cl)c1	9%	-3%	2%	i	12%
CC(=O)c1c(C)[nH]c(C(=O)N(C)CC(=O)Nc2ccc(Cl)c(C(F)(F)F)c2)c1C	-1%	1%	-10%	3.7%	-6%
CCOc1ccccc1OCCCC(=O)Nc1cccc(S(=O)(=O)N2CCOCC2)c1	-3%	-7%	6%	i	/
Cc1ccc(NC(=O)C2COc3ccccc3O2)c(C)c1 (stereo not drawn)	6%	-5%	?	i	-4%
OCCC1CN(CC2CCCCC2)CCN1CC1CCCCC1 (stereo not drawn)	-7%	-1%	14%	i	-4%
CCc1ccccc1NC(=O)CCc1c(C)nn(-c2ccc(N3CCOCC3)nn2)c1C	-1%	3%	-7%	1.5%	3%
Cc1cc(C)n(-c2nc3ccccc3n3cnnc23)n1	-17%	-11%	2%	0.1%	-2%
Cc1ccc(S(=O)(=O)n2ccnc2)cc1C	0%	28%	/	0.4%	0%
Cc1ccccc1NC(=O)Cn1c(=O)n(-c2ccc(CC(=O)NCC3CCCO3)cc2)c(=O)c2ccccc21 (stereo not drawn)	1%	-5%	6%	0.3%	0%
N#Cc1nc(-c2ccc(OCc3ccccc3)cc2)oc1NCCN1CCOCC1	0%	/	17%	/	1%
Cc1ccc(N2CCN(C(=O)Nc3cccc([N+](=O)[O-])c3)CC2C)cc1 (stereo not drawn)	?	1%	58%	1.2%	10%
COc1ccc(Cn2nnnc2C(c2ccccn2)N2CCN(c3cc(Cl)ccc3C)CC2)cc1 (stereo not drawn)	7%	4%	21%	i	-5%
Cc1nn2cc(-c3ccccc3)nc2[nH]c1=O	3%	10%	5%	8.5%	-6%
Cc1ccc(-n2c(=S)[nH]c3nc4c(cc3c2=O)COC(C)(C)C4)cc1	3%	-4%	-24%	0.4%	4%
CC(C)c1ccc(OCCCCCN2CCOCC2)cc1	1%	21%	-3%	0.2%	6%
Cc1cc(-c2ccccc2)nc(SCc2ccc(C(=O)O)cc2)n1	5%	-2%	-8%	1.5%	-3%

Entries of single compounds, quoted from the list. Values in the order: M. tuberculosis HTS	influenza NS1A	M. tuberculosis	VEEV TC-83 Vero	Salmonella PhoP GFP
Cc1cc(C)n(-c2nc3ccccc3n3cnnc23)n1 across the screens: -17%	-11%	2%	0.1%	-2%
Cc1ccc(-n2c(=S)[nH]c3nc4c(cc3c2=O)COC(C)(C)C4)cc1 across the screens: 3%	-4%	-24%	0.4%	4%

Going on with the list:
SMILES	M. tuberculosis HTS	influenza NS1A	M. tuberculosis	VEEV TC-83 Vero	Salmonella PhoP GFP
O=C(N/C(=C\c1ccco1)C(=O)N1CCC(O)CC1)c1ccccc1	-2%	8%	-3%	3.1%	8%
CCc1cc2c(COC(=O)c3cccc(S(C)(=O)=O)c3)cc(=O)oc2cc1O	2%	-6%	9%	9.3%	-8%
CCN(CC)CCCn1c2c(c(SCC(=O)Nc3cc(OC)cc(OC)c3)nc1=O)CCC2	-6%	2%	-14%	0.2%	-1%
O=S(=O)(c1cccc2ccccc12)n1nnc2ccccc21	-5%	/	1%	/	-9%
Clc1ccccc1/C=C/c1nc(-c2ccccn2)no1	7%	9%	0%	0.0%	-6%
C=C(C)CN(CC)C(=O)CCc1nnc(CCc2c[nH]c3ccccc23)o1	-4%	11%	-6%	0.7%	-1%
Cc1cc(=O)oc2c(C)c(OCC(=O)N3CCN(C(=O)C4COc5ccccc5O4)CC3)ccc12 (stereo not drawn)	62µM*	-3%	30%	8.3%	-11%
Cc1ccc(S(=O)(=O)N2CCN(C(=O)COC(=O)/C=C/c3ccccc3[N+](=O)[O-])CC2)c(C)c1	4%	0%	14%	1.8%	3%
CCOC(=O)C1CCN(C(=O)C2CCN(c3nn4c(=O)cc(C)nc4s3)CC2)CC1	5%	-2%	-4%	2.6%	0%
COCCN(Cc1cccs1)S(=O)(=O)c1csc(C(N)=O)c1	3%	-12%	11%	i	4%
CCCn1c(SCc2nc(-c3cccs3)no2)nnc1-c1ccncc1	-12%	-11%	11%	i	-3%
O=C(OCC(=O)c1ccc[nH]1)c1ccc2ccccc2n1	?	-9%	?	0.8%	12%
CC(O)[C@H]1CN=C(N)N1CCCCC1CCCCC1 (stereo partly drawn)	-6%	2%	5%	0.2%	2%
COC(=O)c1ccccc1NC(=O)C1CCN(S(=O)(=O)c2cc(C)ccc2OC)CC1	4%	-9%	28%	10%	6%
CC(C)c1ccccc1OCCNC(=O)c1cccnc1	-5%	-3%	-1%	i	-10%
N#CCCN(C(=O)COC(=O)c1ccc(S(=O)(=O)N2CCCCCC2)cc1)c1ccccc1	-1%	-7%	-2%	0.2%	1%
O=C(O)CCC(=O)Nc1ccc(N2CCCCCC2)cc1	5%	-20%	31%	0.1%	-1%
COC(=O)c1ccccc1N1CCS(=O)(=O)CC1	3%	-5%	-2%	i	7%
Cn1c(=O)[nH]c(=O)c2c1nc(CN1CCOCC1)n2CCCc1ccccc1	5%	-4%	10%	0.8%	0%
COCCn1c(SCC(=O)Nc2nnc(C)s2)nnc1-c1cc2ccccc2cc1O	5%	-1%	14%	0.2%	-6%

A draw from above in order of heavy-atom count, smallest number first.
SMILES	M. tuberculosis HTS	influenza NS1A	M. tuberculosis	VEEV TC-83 Vero	Salmonella PhoP GFP
Cc1nn2cc(-c3ccccc3)nc2[nH]c1=O	3%	10%	5%	8.5%	-6%
CC(O)[C@H]1CN=C(N)N1CCCCC1CCCCC1 (stereo partly drawn)	-6%	2%	5%	0.2%	2%
OCCC1CN(CC2CCCCC2)CCN1CC1CCCCC1 (stereo not drawn)	-7%	-1%	14%	i	-4%
CCc1cc2c(COC(=O)c3cccc(S(C)(=O)=O)c3)cc(=O)oc2cc1O	2%	-6%	9%	9.3%	-8%
COCCn1c(SCC(=O)Nc2nnc(C)s2)nnc1-c1cc2ccccc2cc1O	5%	-1%	14%	0.2%	-6%

Carrying on.
SMILES	M. tuberculosis HTS	influenza NS1A	M. tuberculosis	VEEV TC-83 Vero	Salmonella PhoP GFP
CCOC(=O)c1ccc(NC(=O)C2(c3ccc(OC)cc3)CCCC2)cc1	45%	7%	62%	3.8%	-5%
CC1O[C@@H](OC2C(O)C(C)O[C@H](OC(=O)[C@]34CCC(C)(C)C[C@H]3C3=CCC5[C@@]6(C)CC(O)C(O[C@@H]7OC(CO)C(O)[C@@H](O)[C@@H]7O)[C@@](C)(C(=O)O)C6CC[C@@]5(C)[C@]3(CO)CC4)C2O[C@H]2OC(C)[C@@H](O[C@@H]3OCC(O[C@@H]4OC(CO)C(O)[C@H](O)C4O)[C@@H](O)[C@@H]3O)[C@H](O)C2O)C(O)C(O)C1O (stereo partly drawn)	6%	-12%	-8%	0.3%	/
NC(=O)C1CCN(c2nc(-c3ccc4occc(=O)c4c3)cs2)CC1	0%	-7%	-5%	0.8%	/
CS(=O)(=O)N(CC(=O)N1CCc2ccccc2C1)c1cccc(Br)c1	-2%	-3%	5%	i	-3%
O=C(CNC(=O)OCc1ccccc1)NC1CCCCCC1	-9%	-1%	4%	2.1%	2%
Cc1ccc(OCC(=O)Nc2ccc(O)c(-c3nc4ccccc4o3)c2)cc1	1%	-8%	-4%	0.7%	-1%
CCCc1[nH]nc2c1C(c1cccnc1)C(C#N)=C(N)O2 (stereo not drawn)	2%	-1%	-5%	0.8%	5%
CC(C)CC1NC(=O)N(CC(=O)N2CCN(S(=O)(=O)c3ccccc3)CC2)C1=O (stereo not drawn)	-1%	14%	4%	2.2%	3%
CCCNC(=O)Nc1ccc2c(c1)nc(C)n2C	1%	5%	-15%	1.9%	5%
CCCCCCCCOC(=O)C(NC(=O)CCC(=O)Nc1ccc(S(N)(=O)=O)cc1)C(O)c1ccccc1 (stereo not drawn)	-9%	3%	-1%	i	7%
O=C(c1cc(Cl)ccc1Cl)N1CCOCC1	-8%	-1%	-5%	i	-17%
O=C(Cc1ccc(-c2ccccc2)cc1)Nc1ncccc1O	41%	24%	61%	1.1%	-7%
CC(=O)CCn1cnc([N+](=O)[O-])n1	1%	9%	24%	1.2%	-2%
Cc1ccc(N=C2NC(=O)/C(=C\c3ccco3)S2)cc1	8%	5%	65%	2.7%	-1%
CC1=C(C)CC(C(=O)NNC(=O)c2csc3c2CCC(C(C)(C)C)C3)C(C(=O)O)C1 (stereo not drawn)	4%	-18%	16%	2.0%	22%
Cc1oc(-c2ccc(Cl)cc2)nc1CS(=O)CC(=O)NCc1ccccn1 (stereo not drawn)	-7%	6%	2%	1.2%	2%
O=C(Cc1ccccc1)Oc1ccc([N+](=O)[O-])cc1	4%	-1%	-7%	i	-8%
C/C(=N\NC(=O)COc1ccccc1[N+](=O)[O-])c1cccs1	0%	0%	10%	i	26%
O=C(CSc1nc2ncc(Br)cc2[nH]1)c1cccc([N+](=O)[O-])c1	4%	0%	-8%	1.2%	10%
Oc1c(Br)cc(Br)cc1/C=N/n1c(-c2ccccc2)n[nH]c1=S	-2%	-9%	80%	0.4%	7%
C=CCc1cc(C=Nc2ccc(N3CCOCC3)cc2)cc(OCC)c1O	/	10%	/	0.8%	/
CCN(Cc1ccccc1)C(=O)CN1C(=O)COc2ccc(S(=O)(=O)NC3CCCC3)cc21	2%	8%	23%	i	3%
Cc1c(CCCN)c2ccccc2n1Cc1ccccc1	5%	27%	32%	i	6%
CCOC(=O)N1CCN(C(=S)Nc2ccc(C)cc2C)CC1	2%	-3%	-15%	i	-2%
CN(C)c1ccc(C=C2C=CC=C2)cc1	/	31µM*	/	i	/
COc1ccc(/C=N/OCC(=O)N2CCCC2)c(OC)c1	5%	-2%	-6%	1.5%	-9%
CC(C)Nc1ncnc2[nH]ncc12	/	-10%	/	1.6%	/
Cc1ccc([N+](=O)[O-])c(OCCN2C(=O)NC(C)(C)C2=O)c1	3%	-2%	8%	1.3%	1%
CC(C)(C)OC(=O)[C@H](Cc1ccccc1)NC(=O)c1nc[nH]c1C(=O)N1CCN(C(=O)OC(C)(C)C)CC1	5%	-22%	38%	18µM*	-38%
O=C(Nc1cc(C(F)(F)F)ccc1F)C1CCC1	-8%	-3%	3%	0.7%	11%
CCN(CC)S(=O)(=O)c1ccc(NC=C(C#N)C#N)cc1	-4%	-6%	-12%	0.1%	0%
COc1cccc(N(C(=O)Cn2nnc(-c3ccc(C)o3)n2)C(C(=O)NC(C)(C)C)c2cccs2)c1 (stereo not drawn)	-4%	8%	-18%	0.8%	18%
CCn1c(CNC(=O)c2ccco2)nnc1SCC(=O)c1ccc(F)cc1	-2%	-1%	6%	2.6%	6%
O=S(=O)(Cc1ccccc1)N1CCN(Cc2ccc(F)cc2Cl)CC1	1%	14%	-8%	2.5%	-6%
Cc1c(NC(=O)c2ccc(Cl)s2)c(=O)n(-c2ccccc2)n1C	-1%	9%	14%	0.6%	-4%
O=C(NCCCn1ccnc1)c1sc2cccc(F)c2c1Cl	0%	2%	11%	i	1%
O=C1CCCN1Cc1ncnn1-c1ccccc1	4%	-16%	5%	1.0%	1%
CCC(C)N(C(=O)COc1ccc(Br)cc1C=O)C1CCS(=O)(=O)C1 (stereo not drawn)	0%	6%	10%	3.5%	6%
Cn1c(-c2ccccc2)cnc1SCc1nc2ccccc2c(=O)[nH]1	-8%	0%	?	0.5%	-4%
Cc1c(Cl)cccc1S(=O)(=O)Nc1ccnn1C	2%	-1%	19%	1.1%	-11%
Cc1nc2cc(C(F)(F)F)ccc2n1C	2%	-3%	5%	1.9%	2%
OCCNCC(O)Cn1c2ccccc2c2ccccc21 (stereo not drawn)	-10%	-16%	3%	0.5%	-6%
CCOC(=O)c1c(NC(=O)CSc2nnc3c(Cl)cc(Cl)cn23)sc2c1CCC2	0%	-4%	17%	1.4%	-7%
O=C(Nc1ccccc1Cl)NC1CCCCCCC1	2%	-4%	1%	2.5%	-4%
NC(=O)c1cc2ccc(O)cc2oc1=Nc1ccccc1	/	4%	/	7.6%	/
COc1ccc(C)cc1NC(=O)CCC(=O)Nc1nnc(C2CCCCC2)s1	6%	0%	/	3.4%	4%
O=S(=O)(CCN1CCOCC1)c1ccc(OC(F)(F)F)cc1	3%	-8%	37%	0.2%	-4%
NC(N)=Nc1nc(-c2ccccc2)c2cc(Cl)ccc2n1	?	7%	?	2.1%	82%
CN(C)CCCNc1ncnc2c1cnn2-c1ccccc1	-5%	0%	/	1.1%	-16%
